Bioassay records as filed in PubChem.
ALOX12 inh – inhibitors of human 12S-lipoxygenase ALOX12 | purified 12hLO, xylenol orange hydroperoxide absorbance | Potency, µM (top dose mostly 108 µM), for inactives: at the highest dose activity change, negative = inhibition, actives largely listed as inhibitors | 580,000 compounds, 1.1% hits | AID 1671190; active = well fitted inhibition curve with a large enough effect; inconclusive = small, poorly fitted or top-dose-only effect, or another doubt; inactive = no such curve, though single readings can be large or run the other way
Target sequence (P18054 whole entry, looked up): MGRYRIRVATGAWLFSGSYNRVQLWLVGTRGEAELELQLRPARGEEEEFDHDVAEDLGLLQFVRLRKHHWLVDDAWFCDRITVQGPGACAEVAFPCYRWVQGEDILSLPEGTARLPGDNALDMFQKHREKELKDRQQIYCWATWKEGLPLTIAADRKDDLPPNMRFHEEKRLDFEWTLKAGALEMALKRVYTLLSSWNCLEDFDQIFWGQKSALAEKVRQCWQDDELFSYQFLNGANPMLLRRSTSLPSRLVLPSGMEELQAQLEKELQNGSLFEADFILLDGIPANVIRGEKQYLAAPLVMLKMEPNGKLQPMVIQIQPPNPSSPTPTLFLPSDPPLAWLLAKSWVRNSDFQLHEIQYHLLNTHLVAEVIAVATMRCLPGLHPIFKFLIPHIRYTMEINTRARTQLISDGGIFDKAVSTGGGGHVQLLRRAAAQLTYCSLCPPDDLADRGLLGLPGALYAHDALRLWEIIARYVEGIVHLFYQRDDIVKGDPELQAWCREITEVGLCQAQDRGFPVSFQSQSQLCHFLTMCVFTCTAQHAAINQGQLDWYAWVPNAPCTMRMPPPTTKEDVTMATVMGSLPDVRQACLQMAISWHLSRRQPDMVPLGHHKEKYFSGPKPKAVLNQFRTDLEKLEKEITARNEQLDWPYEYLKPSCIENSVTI
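Purified human 12hLO (150 nM final) in 25 mM Hepes, 0.01% Triton X-100, pH 7.0 was preincubated 15 min at room temperature with compound. Then 40 uM arachidonic acid was added, 30 min. Hydroperoxide was read by Fe-XO absorbance ratio 573/405 nm.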
Numbers without * were called inactive; u = inconclusive; & = joins results of further samples; [ ] = remark or other dose. % is scaled to controls: 0 for no effect and ±100 for the full control effect; potency is read from the fitted curve at half-maximal effect.

SMILES	ALOX12 inh
COC(=O)[C@@H]1[C@@H](CO)[C@@H]2Cn3c(ccc(Br)c3=O)[C@@H]2N1C(=O)Cc1cccnc1	u
O=C1c2cnc(-c3ccc(O)c(F)c3)nc2OCCN1c1ccccc1	-8%[176 µM]
Cc1cccc(C)c1NC(=O)C(c1ccccc1F)n1c(=O)c(-c2ccccc2)nc2ccccc21 (stereo not drawn)	-14%
CCCC(C)NC(=O)c1ccc(CNC(=O)NC(C)C)cc1 (stereo not drawn)	4%
Cc1noc(CN2CCCn3nc(C(O)C4CCC4)cc3C2)n1 (stereo not drawn)	16%
COc1ccc(NC(=O)CN2C(=O)C(c3ccccc3)=NC23CCCCC3)cc1	20%
O=C1NCc2ccccc2CC12CCCN(CC1CCCCC1)C2 (stereo not drawn)	6%[6.33 µM]
CN1CCc2nc(N3CCN(C(=O)CCC4CCCC4)CC3)sc2C1	39%[activator]
CC/C=C\CCCCCO	7%
COc1ccc(-c2ccc3c(c2)C(=O)N2CC[C@H](NC(=O)NC(C)C)[C@H]2C(=O)N3)c(OC)c1	2%
COc1ccc(C(C)=O)c(OC(=O)c2cc(F)c(F)cc2Cl)c1	-22%
CCNC(=O)c1cc2c(c(-c3cccc(-c4ccccc4F)c3)n1)[C@@H](CCO)N(C(=O)CC)C2	u
CN(Cc1ccccc1)C(=O)Cc1ccc(N(Cc2ccccc2)C(=O)c2ccco2)cc1	u
CCn1ncnc1C(C)NC(=O)c1cn(CCN2CCNCC2)nn1 (stereo not drawn)	40%
C=C1C(=CC=C2CCC[C@]3(C)[C@@H]([C@H](C)CCCC(C)(C)O)CC[C@@H]23)C[C@@H](O)C[C@@H]1O	32%[57.4 µM]
O=C1CCN(C(=O)NCCc2ccccc2)CCCCCCN1	52%[activator]
O=C(c1cccnc1)N1CCCCC1c1nc(C2CC2)n[nH]1 (stereo not drawn)	28%
CCOCCOc1ccccc1C(=O)N1CC[C@@](O)(COC)C(C)(C)C1	30%
Cc1sc2ncnc(SC(F)F)c2c1C	-27%
c1ccc(-c2nc(CC3CCNC3)no2)cc1 (stereo not drawn)	71%[activator]
O=C(NCCCCNC(=O)C1CC1)C1CC1	6%
CC(=O)Nc1cc(-c2ccc(C(=O)N3CCOCC3)cc2)cn2c(-c3ccccc3)cnc12	u
O=C(NCc1cccs1)C1C(=O)Nc2ccccc2C(=O)N1Cc1ccccc1 (stereo not drawn)	20%
CC(C)OCCCNc1ncnc2c1CN(C1CCCNCC1)C(=O)CN2C (stereo not drawn)	u
O=C(NC1CCCCCCC1)c1ccc2ccccc2c1	33%
CC(C)OC(=O)C(CC(=O)O)N1CCCC1 (stereo not drawn)	-47%
COc1ccc2nc(NC(=O)c3cc(-c4ccc(C)c(C)c4)on3)sc2c1	u
C=CCSc1nc2c(c(=O)n(C)c(=O)n2C)n1Cc1ccc(Cl)cc1	4%
CN(C)[C@@H]1CN(Cc2ccc(C#N)cc2)C[C@H]1CO	53%[activator]
Cc1ccccc1CCN1CCCC(CN(C)C(=O)c2cc3ccccc3[nH]2)C1 (stereo not drawn)	48%[activator]
Cc1cc(Cl)ccc1OCCCc1n[nH]c(=S)n1Cc1ccccc1	16µM*
Cc1ccc(C(=O)N2CCCCCNC(=O)[C@@H]3CCCC[C@@H]32)cn1	24%
O=C(C1CCCC1)N1CC(c2nc(CCOCC3CCOCC3)no2)C1	28%
COc1c(Br)cc(Br)cc1/C=C(\C#N)c1nc2ccccc2[nH]1	7%
COc1ccccc1N1CCN(C(=O)C[C@@H]2CCNC[C@@H]2Cc2cc(CN3CCOCC3)on2)CC1	4%
CCCCC12CN3CC(C)(CN(C1)C(=O)c1ccccc1C3=O)C2=O	28%
Fc1ccc(CN2CC[C@H](c3nc4ccc(C(F)(F)F)cc4[nH]3)C2)cc1F	u
CCn1c(=O)c(=O)n(CC)c2cc(N3CCCCC3)c(NC(=O)c3ccc(C)cc3)cc21	0%
CC(C)CC(NC(=O)/C(=C/c1ccc(Cl)cc1)NC(=O)c1ccccc1)C(=O)O (stereo not drawn)	u
CC(C)(C)c1[nH]nc(C(=O)O)c1Br	u
NCCCC(C(=O)O)N(C(=O)OCc1ccccc1)C(=O)OCc1ccccc1 (stereo not drawn)	6%
Cc1cc(=O)oc2cc(OC(C)C(=O)Nc3ccc(S(=O)(=O)NC(C)C)cc3)ccc12 (stereo not drawn)	u
O=C1NCCCCCCN(C(=O)Cc2cccnc2)[C@@H]2CCC[C@H]12	36%[activator]
COc1ccc([C@H]2C[C@@H](O)[C@@H](O)[C@@H]2NC(=O)c2nc3ccccc3s2)cc1	8%[176 µM]
O=C1NC2(C(=O)Nc3ccc(Br)cc3)CCC(=O)N2c2ccccc21 (stereo not drawn)	-3%
c1ccc(-c2ccc(CNCc3cccs3)o2)cc1	0%&116%
COC(=O)[C@@H]1Cc2nc[nH]c2CN1Cc1ccc(Cl)cc1	48%[activator][176 µM]
COc1cccc2cc(C(=O)OC(C)C(=O)c3ccc(Cl)cc3)c(=O)oc12 (stereo not drawn)	-18%
Cc1cc(F)ccc1NC(=O)CN1C(=O)NC2(CCS(=O)(=O)CC2)C1=O	23%
CCOc1ccc(/C=N/NC(=O)c2ccncc2)cc1OC	4%
Cc1noc(C)c1CCC(=O)N1CCN(Cc2ccccc2)CC(O)C1 (stereo not drawn)	-11%
CCOC(=O)[C@]12CCCC=C1N(Cc1ccccc1)C(=O)[C@H](CC(=O)N1CCCCCC1)C2	-6%
COc1ccc(-c2noc(CN(C(=O)c3cccs3)C3CCCCC3)n2)cc1	11%
CC(=O)N1CCC(N2CCOC[C@H]2c2ncc(-c3ccc(C)cc3)[nH]2)CC1	52%[activator][176 µM]
Cc1ccc(Cc2c(-c3ccc(F)cc3)nc3c(Cl)cc(C(F)(F)F)cn23)cc1	u
CCNc1cc(N2CCC(CCC(=O)NCc3c(C)nn(C)c3C)CC2)ncn1	-10%
COc1ccc(CN2C(=O)c3ccccc3C2c2nnnn2-c2ccc3c(c2)OCCO3)cc1 (stereo not drawn)	-20%
COc1ccc(-c2ccc3nc(-c4ccc(C)c(F)c4)oc3c2)c(OC)c1OC	10%
CC(C)CN1CCN(C(=O)c2cc3c(s2)CCN(C(=O)c2ccc(Cl)cc2)C3)CC1	0%
CNC(=S)N/N=C/c1ccc(SC)cc1	14µM*
Remaining list, next part:
SMILES	ALOX12 inh
COc1ccc(/C=C/C(=O)c2ccc(C#N)cc2)cc1F	-1%
COCc1noc(CC2CN(C(=O)c3cn(-c4ccccc4)nn3)CCO2)n1 (stereo not drawn)	9%
Cc1c(C(=O)Nc2ccccc2)sc2c1C(c1ccncc1)CC(=O)N2 (stereo not drawn)	-3%
CCCCNC(=O)CC(c1cccc(OC)c1)c1c[nH]c2ccccc12 (stereo not drawn)	-1%
OCc1ccccc1-c1nc(NCC2CC2)nc2ccsc12	u
O=C(NCC1CC1)C1Cc2c(-c3ccccc3Oc3ccccc3)ccnc2O1 (stereo not drawn)	-3%
C[C@@H]1CN([C@@H](C)CO)C(=O)CCCn2nncc2CO[C@H]1CN(C)C(=O)Nc1ccc(C(F)(F)F)cc1	1%
COc1ccc(C(=O)N2CCC(Cc3nc(C(C)C)no3)CC2)cc1	46%[activator]
Cc1noc(-c2cccn3c(CNC(=O)c4ccco4)nnc23)n1	80%[activator]
CC1CCN(S(=O)(=O)c2ccc(NC(=O)C3CC(=O)N(CCc4ccc(F)cc4)C3)cc2)CC1 (stereo not drawn)	-5%
CC(C)(C)c1ccc(NC(=O)C2CCCN2S(=O)(=O)c2ccc(F)cc2)cc1 (stereo not drawn)	-1%
O=C1CC(C(=O)Nc2ccc3c(c2)OCCO3)N=C(N2CCN(c3ccccc3)CC2)N1 (stereo not drawn)	-2%
CCc1c(C)sc2nc(N(CC)CCO)n3nc(-c4ccccc4)nc3c12	-6%
CC1(C(=O)Nc2ccc3ccccc3c2)CCC(=O)N1C1CC1 (stereo not drawn)	-3%
COc1ccc(CN2C[C@@H](CO)O[C@@H](n3cnc4c(NCc5ccc(F)cc5)ncnc43)C2)cc1	1%
Cc1cc(C)cc(C(=O)NC2CCCc3ccccc32)c1 (stereo not drawn)	12%
O=c1c2cnc3ncnn3c2ccn1CCc1c[nH]c2ccc(Cl)cc12	-4%
CCC(=O)N1CCc2sc(C(=O)NC3CCN(Cc4ccccc4)CC3)cc2C1	-1%
COc1cc(C2CC(=O)Nc3c2c(C)nn3-c2ccc(C)cc2)cc(OC)c1O (stereo not drawn)	u
O=C(Cn1nc2n(c1=O)CCCC2)Nc1cccc(C(F)(F)F)c1	65%[activator]
Cc1ccccc1NC(=O)C(C)OC(=O)C1CCCO1 (stereo not drawn)	2%
O=C(Cc1cccnc1)N1CC(=O)N2[C@@H](CO)[C@H](c3ccc(Br)cc3)[C@@H]2C1	u
O=C(O)c1cc(I)ccc1I	u
CC1NCC[C@H](O)[C@@H]1C (stereo partly drawn)	8%
CCOc1ccc2c(n1)CCN(C(=O)c1sccc1C)C2	36%
CCn1ccnc1CN1CCC2(CCC(=O)N(CCc3ccncc3)C2)CC1	96%[activator]
COc1ccc(CN2Cc3cc(NC(=O)c4c(F)cccc4F)ccc3OCC2=O)c(OC)c1	1%
COCCCNC(=O)CSc1ccccc1C	-12%
CNC(=O)[C@@H](C1CCCCC1)N1CCC[C@H]1C(=O)NCCN1CCOCC1	0%[176 µM]
NC(=O)c1cccc(-c2ccnc3c2CC(C(=O)NCCc2ccccc2)O3)c1 (stereo not drawn)	u
CS(=O)(=O)N1N=C(c2ccc(Br)cc2)CC1c1ccc(Br)cc1 (stereo not drawn)	u
CSc1cccc(NC(=O)/C=C/c2ccc(Cl)cc2Cl)c1	u
O=C(CSc1ccccn1)N[C@@H]1CCOC[C@H]1OCc1cscn1	33%[activator]
Cc1ccc2c(-c3oc4ccccc4c3N)cc(=O)oc2c1	-7%
Cc1ccc(NC(=O)c2cncn2-c2ccc(F)cc2)cc1S(N)(=O)=O	4%
Cn1nccc1CN1CCC2(CC1)CC(=O)c1ccccc1O2	49%[activator][176 µM]
COc1ccc(NC(=O)N2C[C@@H]3C[C@H](C2)c2ccc(NS(=O)(=O)c4ccc(OC)cc4)c(=O)n2C3)cc1	-21%
Cc1cccc(C)c1-c1nc(C(=O)NCCc2ccc(Cl)cc2)n2ccccc12	59%[activator]
CN(Cc1ccccc1C(F)(F)F)C(=O)C1CC1	59%[activator][176 µM]
O=C(Cc1n[nH]c(=O)c2ccccc12)NC1CCc2ccccc21 (stereo not drawn)	5%
COc1ccccc1NC(=O)COc1nc(C(C)C)c2c(c1C#N)CC(C)(C)OC2	12%
CCC(=O)N(C1CCOCC1)C1CCN(S(=O)(=O)c2ccc(F)c(C)c2)CC1	30%
COc1ccc(NC(=O)C2=C(C)Nc3nc4ccccc4n3C2c2ccccc2C)cc1 (stereo not drawn)	-7%
CCC1c2nccn2CCCN1C(=O)CCc1c(C)nn(C)c1C (stereo not drawn)	21%
CCC1(C(=O)NCc2cccc(F)c2)CCCCC(=O)N1 (stereo not drawn)	-3%
COc1ccc(C2(C(=O)NC3CCCN(c4ncccn4)C3)CC2)cc1 (stereo not drawn)	3%
COCCn1c(N2CCN(Cc3c(F)cccc3Cl)CC2)nc2c1c(=O)[nH]c(=O)n2C	30%
CC(NC(=O)C1CCN(Cc2ccc(Oc3ccccc3)cc2)CC1)c1cccc2ccccc12 (stereo not drawn)	u
COc1ccc(C2=Nc3ccccc3NC(=O)C2N(Cc2ccc(F)cc2)C(=O)c2ccco2)cc1 (stereo not drawn)	u
O=C(N[C@H](C(=O)N1CCC[C@H]1C(=O)NC1CCCC1)C1CCCCC1)c1ccccc1	-2%
COC(=O)c1ccc(COC(=O)CCc2nc3ccccc3[nH]c2=O)cc1	51%[activator]
Cc1cc(-c2ccccc2)nc(CN2CC[C@@](O)(C3CCC3)[C@H](C)C2)n1	25%
O=C(c1cccc2[nH]ccc12)N1CC(Oc2cccc(-c3nc(-c4ccccc4)no3)c2)C1	-1%
COc1ccc(-c2nc(C3CC3)nc3c2CCN(Cc2ccc(F)cc2)CC3)cc1	0%[6.33 µM]

Gathered by group, the entries above with an NH in an aromatic ring
SMILES	ALOX12 inh
O=C(c1cccnc1)N1CCCCC1c1nc(C2CC2)n[nH]1 (stereo not drawn)	28%
Cc1ccccc1CCN1CCCC(CN(C)C(=O)c2cc3ccccc3[nH]2)C1 (stereo not drawn)	48%[activator]
Cc1cc(Cl)ccc1OCCCc1n[nH]c(=S)n1Cc1ccccc1	16µM*
COc1c(Br)cc(Br)cc1/C=C(\C#N)c1nc2ccccc2[nH]1	7%
Fc1ccc(CN2CC[C@H](c3nc4ccc(C(F)(F)F)cc4[nH]3)C2)cc1F	u
CC(C)(C)c1[nH]nc(C(=O)O)c1Br	u
COC(=O)[C@@H]1Cc2nc[nH]c2CN1Cc1ccc(Cl)cc1	48%[activator][176 µM]
CC(=O)N1CCC(N2CCOC[C@H]2c2ncc(-c3ccc(C)cc3)[nH]2)CC1	52%[activator][176 µM]
CCCCNC(=O)CC(c1cccc(OC)c1)c1c[nH]c2ccccc12 (stereo not drawn)	-1%
O=c1c2cnc3ncnn3c2ccn1CCc1c[nH]c2ccc(Cl)cc12	-4%
O=C(Cc1n[nH]c(=O)c2ccccc12)NC1CCc2ccccc21 (stereo not drawn)	5%
COCCn1c(N2CCN(Cc3c(F)cccc3Cl)CC2)nc2c1c(=O)[nH]c(=O)n2C	30%
COC(=O)c1ccc(COC(=O)CCc2nc3ccccc3[nH]c2=O)cc1	51%[activator]
O=C(c1cccc2[nH]ccc12)N1CC(Oc2cccc(-c3nc(-c4ccccc4)no3)c2)C1	-1%

This is a subset. The share of hits here may be higher or lower than overall.
